# Screening data as filed in PubChem.
# A549 tox = A549 cytotoxicity, counter-screen for Nrf2 inhibitors | A549 ARE-Fluc cells, CellTiter-Fluor viability, 18-24 h | Potency, µM (top dose mostly 46 µM), without a hit: at the highest dose activity change, negative = cytotoxicity, hits mostly inhibitors | actives 0.16% (n = 390,000) | AID 504648; note: potency is the fitted concentration of half-maximal effect; % is set by controls: 0 for no effect and ±100 for the full control effect
#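 A549 ARE-Fluc cells in 5% FBS OPTI-MEM, 5000 cells/well, rested 2 h then exposed to compounds in concentration-response for 18-24 h at 37 °C. Viability by CellTiter-Fluor fluorescence (Ex 405/Em 525) after 30 min; luciferase luminescence (BugLite, 15 min, RT) read afterwards.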
# HepG2 viability = HepG2 cytotoxicity, counter-screen for TGF-b inhibitors; HepG2 CAGA-GFP viability, ATP luminescence, 18 h; Potency, µM (highest dose often 46.1 µM), without a hit: at the highest dose activity change, negative = cytotoxicity, actives largely listed as cytotoxic; actives 0.76% (n = 410,000); note: potency is the fitted concentration of half-maximal effect; some results filed as inactive show a strong effect at the top dose
#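 CellTiter-Glo luminescence gave cytotoxicity after 18 hours at 37 degrees C. The cells were HepG2 CAGA-GFP in 1% FBS DMEM, stimulated with 500 pg/mL TGF-beta after compound addition. %Activity was normalised to no-cell wells (complete cell-killing) and DMSO (no toxicity), and curves were fitted and classified.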
# Nrf2 inh = Nrf2 pathway inhibition | A549 ARE-Fluc reporter, luciferase luminescence, 18-24 h | actives 2.1% (n = 360,000) | Potency, µM (series often up to 46 µM), for inactives: at the highest dose activity change, negative = inhibition, most hits filed as inhibitors; note: potency is the fitted concentration of half-maximal effect; % is set by controls: 0 for no effect and ±100 for the full control effect; nearly all actives have a fitted effect of over 60% in size
#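 Concentration-response testing used A549 ARE_Fluc cells at 5000 cells/well. Following an 18-24 h compound incubation, viability was read by fluorescence (Ex 405/Em 525) and luciferase output by luminescence.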
# MmCpn inh = inhibitors of Methanococcus maripaludis chaperonin (MmCpn). purified Mm-Cpn ATPase, ADP Transcreener TR-FRET. Potency, µM (doses to about 76.9 µM), without a hit: top-dose activity, negative = inhibition, actives largely listed as inhibitors. actives 0.031% (n = 330,000). AID 504842; note: potency is the fitted concentration of half-maximal effect; % is set by controls: 0 for no effect and ±100 for the full control effect; nearly all actives have a fitted effect of over 80% in size
#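 Purified archaeal Mm-CPN (25nM final) preincubated 10 min at 37degC with compound, then 10uM ATP for 30 min at 37degC; ADP measured by HTRF Transcreener TR-FRET; buffer 30 mM TRIS pH 7.4, 100mM KCl, 5mM MgCl2, 1mM DTT.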
# TGFb inhibitor = inhibitors of TGF-b signaling | Potency, µM (doses to about 46.1 µM), for inactives: top-dose activity, negative = inhibition, hits mostly inhibitors | HepG2 CAGA-GFP TGF-b/SMAD3 reporter, GFP fluorescence, 18 h; TGF-beta stimulated, 500 pg/mL final | AID 588855 | actives 1.2% (n = 410,000); note: potency is the fitted concentration of half-maximal effect; % is set by controls: 0 for no effect and ±100 for the full control effect; nearly all actives have a fitted effect of over 65% in size
#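 GFP signal (ex488/em500-530) from TGF-beta-stimulated HEPG2 CAGA-GFP cells, 500 pg/mL final, 18 h at 37 degrees C in DMEM plus 1% FBS, normalized to unstimulated and DMSO-stimulated controls.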
# CCT chaperon mod = changes cytosolic chaperonin activity; actives 0.3% (n = 360,000); purified chaperonin ATPase assay, HTRF ADP detection, 30 min; activity change, % (test concentration not listed), hits read low; in the data active = activity change below about -30%; note: % is set by controls: 0 for no effect and ±100 for the full control effect
#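 We incubate TRiC, 40 or 20 nM final, with library compounds at 76 uM and 10 uM ATP for 30 min at 37 °C. ADP formed is detected with Transcreener HTRF reagents after 30 min at room temperature.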
# Abeta yeast res = A-beta toxicity reversal in yeast | Potency, µM (doses to about 46.1 µM), for inactives: at the top dose growth rescue, most hits filed as activators | actives 0.063% (n = 410,000) | yeast expressing A-beta42, growth rescue, OD600, 48 h; response scale: 0% DMSO, 100% iron-clioquinol control; note: potency is the fitted concentration of half-maximal effect; nearly all actives have a fitted effect of over 55% in size
#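 Yeast growth medium received pinned compounds, then yeast cells expressing toxic A-beta were added; plates incubated at 30 C for 48 hr. Growth read as absorbance at 600 nm, normalized to DMSO and equimolar FeCl3 plus clioquinol controls.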
# pAkt inh = inhibitors of Akt phosphorylation; actives 0.32% (n = 360,000); Neuro2A IGF-stimulated pAkt S473 HTRF, 20 min; stronger effect = lower value; AID 651550; activity change, % for hits at 50 µM; in the data active = activity change below about -80%; inconclusive = mostly about -51% to -80%; note: % is set by controls: 0 for no effect and ±100 for the full control effect
#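 Neuro2A cells (4,500/well, DMEM with 0.5% FBS) were treated with compound at a single 50 µM final concentration, stimulated with 6 nM IGF for 20 min at 37 °C, and lysed. Phospho-Akt Ser473 was read by HTRF as 665/615 ratio ×10^4.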
# Nrf2 ARE act = activates Nrf2 signaling | actives 0.31% (n = 410,000) | Potency, µM (top dose mostly 46.1 µM), for the others: top-dose activation, usual class: activators | AREc32 ARE-luciferase reporter (MCF7-derived line), luminescence, 24 h; note: potency is the fitted concentration of half-maximal effect; % of control where 0% means no effect; nearly all actives have a fitted effect of over 65% in size
#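 Quantitative high-throughput format: AREc32 reporter cells, 1000 per well, received compound by pin transfer and were incubated 24 hr at 37 deg C, 5% CO2, before Steady-Glo luminescence detection.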
# * = called active by the depositor; i = inactive; ? = inconclusive; . = no result given; & = joins results of further samples; [ ] = another dose, or the depositor's remark. Unless noted, calls come from the whole dose curve; as a rule, active = well fitted curve in the direction sought with a large enough effect; inconclusive = small, poorly fitted or top-dose-only effect, or another doubt; inactive = no such curve, though single readings can be large; an effect the other way counts as inactive or inconclusive. This is a subset; rates above refer to the full screens.
SMILES,A549 tox,HepG2 viability,Nrf2 inh,MmCpn inh,TGFb inhibitor,CCT chaperon mod,Abeta yeast res,pAkt inh,Nrf2 ARE act
CCCCn1nnnc1C(CCc1ccccc1)N1CCC(n2c(=O)[nH]c3ccccc32)CC1 (configuration not stated),.,1%,.,.,?,-0.7,-2%,i,-3.4%
C[C@]12CCC3C(CC[C@H]4C[C@H](O)CC[C@]34C)C1C[C@@H](O)[C@@H]2O (some centres not stated),-2%,-8%,0%,1%,-4%,-0.1,10%,i,-0.7%
Cc1ccc(C2=CCNCC2)cc1,-7%,0%,-22%,1%,12%,0.6,-16%,i,0.2%
Cc1c(OC(=O)N(C)C)ccc2c1O/C(=C\c1ccco1)C2=O,-1%,0%,?,-2%,2%,0.1,-7%,i,6.3%
COc1ccc(CNC(=O)CCS(=O)(=O)c2ccc3c(c2)oc(=O)n3C)cc1,4%&5%,10%&-42%,4%&19%,2%,7%&-6%,-0.6,-2%&2%,i,-0.6%&-0.6%
CCOC(=O)[C@]12Cc3c(cc(OC)c(OC)c3OC)[C@H]1N(CCC(=O)OC)C(=O)c1ccccc12,.,.,.,.,.,-1.1,-23%,i,4.5%
CCOC(=O)c1cccc(NS(=O)(=O)c2ccc(NC(C)=O)cc2)c1,-1%,-7%,15%,3%,?,1.2,-8%,.,-0.4%
Cc1ccc(C2=NCC(=O)N(CC(=O)N3CCCCC3)c3sc(C)c(C)c32)cc1,-2%,-15%,-20%,-2%,0%,0.1,8%,i,0.0%
Cc1c(C)c2ccc(OCC(=O)N3C[C@H]4C[C@@H](C3)c3cccc(=O)n3C4)cc2oc1=O,0%,0%,1%,0%,2%,0.4,-16%,i,3.3%
C/C=C(\C)C(=O)N[C@@H](c1ccccc1)[C@@H](O)C(=O)O[C@H]1C[C@@]2(O)[C@@H](OC(=O)c3ccccc3)C3[C@](C)(C(=O)[C@H](O)C(=C1C)C2(C)C)[C@@H](O)C[C@H]1OC[C@@]31OC(C)=O (some centres not stated),?,2%,15%,-1%,4%,1.5,-3%,i,-0.6%
Clc1ccccc1C1NCc2ccccc2-n2cccc21 (configuration not stated),-4%,6%,9%,-1%,-17%,2.2,4%,i,0.1%
O=C(Cc1ccccc1)N1CCN(CC2CC3C=CC2C3)CC1 (configuration not stated),?,2%,4%,2%,-21%,0.8,12%,i,-0.2%
c1ccc2oc(-c3ccc4c(c3)CNCc3cnnn3-4)cc2c1,.,-70%,.,.,-12%,-0.4,-15%,i,3.3%
O=C1c2ccccc2-n2nnnc2C2c3ccccc3-n3nncc3CN12 (configuration not stated),.,15%,.,.,2%,-1.9,-12%,i,0.4%
Cc1ccc(NC2=NCCCS2)c(C)c1C,-4%,-28%,5%,2%,5%,-4.0,-1%,i,-0.1%
CCCCCC1(C(C)C)C(=O)NC(=S)NC1=O,-2%,21%,-7%,.,6%,-4.0,0%,i,0.1%
C=CCNC(=S)N1Cc2cc(Br)ccc2-n2nncc2C1,.,-51%,.,.,?,2.1,-13%,i,2.2%
CN1C(=O)C(=Cc2ccccc2OS(=O)(=O)c2ccccc2)C(=O)N(C)C1=O,0%,4%,13%,-2%,0%,1.1,8%,i,-0.9%
COc1cc2c3c(c1OC)Oc1ccc(cc1)C[C@H]1c4c(cc(OC)c(OC)c4Oc4ccc(cc4)C[C@@H]3N(C)CC2)CCN1C,-27%,-35%,-7%,-2%,-10%,-2.4,9%,i,0.5%
Cc1ccccc1-n1c(/C=C/c2ccc(N(C)C)cc2)nc2ccccc2c1=O,?,-8%,?,.,273%[activator],.,-1%,.,4.2%
CCOC(=O)C(C)Oc1cc(C)cc2oc(=O)c3c(c12)CCCC3 (configuration not stated),-4%,-7%,-7%,0%,-4%,-5.6,-34%,i,3.4%
COc1ccc(OC(=O)N(C)C[C@@H]2OCc3cnnn3CCCC(=O)N([C@H](C)CO)C[C@@H]2C)cc1,.,-11%,.,.,0%,1.6,9%,i,0.1%
Cn1c(=O)oc2cc(S(=O)(=O)N3CCCC(C(=O)N4CCN(c5cccc(Cl)c5)CC4)C3)ccc21 (configuration not stated),0%,1%,18µM*,.,?,.,4%,.,-1.1%
COc1ccc(-c2nc(CN3C(=O)CN=C(c4ccccc4)c4ccccc43)c(C)o2)cc1OC,-1%,-24%,-16%,.,7%,.,-16%,.,4.6%
COC(=O)C1=C(c2ccc(F)cc2OCc2ccccc2)C[C@@H]2CC[C@H]1N2C(=O)NCc1ccccc1OC,-15%,-25%,?,0%,?,-0.7,0%,i,5.7%

# Ordered by heavy-atom count (low to high): 4 of the compounds above
SMILES,A549 tox,HepG2 viability,Nrf2 inh,MmCpn inh,TGFb inhibitor,CCT chaperon mod,Abeta yeast res,pAkt inh,Nrf2 ARE act
Clc1ccccc1C1NCc2ccccc2-n2cccc21 (configuration not stated),-4%,6%,9%,-1%,-17%,2.2,4%,i,0.1%
CN1C(=O)C(=Cc2ccccc2OS(=O)(=O)c2ccccc2)C(=O)N(C)C1=O,0%,4%,13%,-2%,0%,1.1,8%,i,-0.9%
Cc1ccccc1-n1c(/C=C/c2ccc(N(C)C)cc2)nc2ccccc2c1=O,?,-8%,?,.,273%[activator],.,-1%,.,4.2%
C/C=C(\C)C(=O)N[C@@H](c1ccccc1)[C@@H](O)C(=O)O[C@H]1C[C@@]2(O)[C@@H](OC(=O)c3ccccc3)C3[C@](C)(C(=O)[C@H](O)C(=C1C)C2(C)C)[C@@H](O)C[C@H]1OC[C@@]31OC(C)=O (some centres not stated),?,2%,15%,-1%,4%,1.5,-3%,i,-0.6%

# As entered above.
# For Abeta yeast res, `Cn1c(=O)oc2cc(S(=O)(=O)N3CCCC(C(=O)N4CCN(c5cccc(Cl)c5)CC4)C3)ccc21` (configuration not stated) has the entry 4%
# For CCT chaperon mod, `O=C(Cc1ccccc1)N1CCN(CC2CC3C=CC2C3)CC1` (configuration not stated) has the entry 0.8

# (continued)
SMILES,A549 tox,HepG2 viability,Nrf2 inh,MmCpn inh,TGFb inhibitor,CCT chaperon mod,Abeta yeast res,pAkt inh,Nrf2 ARE act
O=c1[nH]c(=O)n(Cc2ccc(F)cc2)c(O)c1C=NCC1CCCO1 (configuration not stated),2%,-30%,-3%,-3%,0%,-3.6,-4%,i,0.0%
Cc1ccccc1-n1c(O)c(/C=N/N2CCOCC2)c(=O)[nH]c1=S,-1%,4%,8%,-3%,-4%,0.8,10%,i,0.6%
NC(CCc1ccccc1)c1csc(NC(=O)Nc2ccccc2Oc2ccccc2)n1 (configuration not stated),.,10µM*,.,.,?,0.1,-20%,i,-4.2%
Cc1c(CCN)ccc2c1[nH]c1ccccc12,-2%,-17%,-3%,-3%,-12%,-1.9,-5%,i,-1.1%
O=c1[nH]c2ccccc2c(=O)n1-c1cccc(Cl)c1,-11%,2%,3%,0%,12%,-0.7,9%,i,0.3%
Nc1ccc2c(c1)Cc1ccccc1-2,3%,-15%,?,1%,-13%,-3.7,-38%[inhibitor],i,5.2%
CCCCCn1c(=O)c(C(=O)NCc2ccccn2)c(O)c2ccccc21,?,1%,?,-2%,3%,-3.1,-8%,i,0.0%
C=C[C@H](Cc1ccccc1)N(Cc1ccccc1)S(=O)(=O)N(Cc1ccccc1)[C@H](C=C)Cc1ccccc1,-1%,2%,-19%,?,-2%,-0.7,2%,i,-1.2%
CC(=O)OC1C(O)C(C)OC(OC2C(OC(=O)C3CCC4C(C3)OC3(CC(OC(=O)/C=C/c5ccccc5)C(C)CO3)C43CO3)OC(C)C(O)C2OC(C)=O)C1O (configuration not stated),?,4%,0.023µM*,.,?,-1.5,-63%[inhibitor],i,-1.3%
CCOc1ccc(N=Cc2c(O)n(-c3ccc(C)c(C)c3)c(=O)[nH]c2=O)cc1,2%,5.6µM*,17%,2%,0%,1.1,4%,i,-0.4%
COCCNC(=O)Cn1cc(/C=C2\C(=O)NC(=O)N(c3ccccc3F)C2=O)c2ccccc21,0%,-11%,-4%,1%,52%[activator],1.6,-7%,i,-1.1%
C=CCOC(=O)C1C(C(=O)O)C2(Cl)C(Cl)=C(Cl)C1(Cl)C2(Cl)Cl (configuration not stated),-16%,1%,?,.,1%,-1.2,3%,i,-0.9%
COC(=O)C1=C(c2ccc(-c3ccccc3)c(F)c2)C[C@@H]2CC[C@H]1N2C(=O)NCCOc1ccc(OC)cc1,-17%,4%,16µM*,-2%,?,-1.0,7%,i,-0.6%
C=CCN=C(SCC(=O)c1ccc(Cl)cc1)c1c(O)n(C)c(=O)n(C)c1=O,-8%,-7%,12%,0%,-24%,0.7,16%,i,25%
O=C(CCN1CCOCC1)NCC(=O)Nc1ccc(Br)cc1C(=O)c1ccccc1,-18%,2%,-19%,1%,-5%,0.6,-2%,i,-0.4%
COc1cc(/C=N/n2cnnc2)ccc1OC(=O)N(C)C,-3%,2%,-7%,2%,9%,-1.0,8%,i,0.0%
O=C(CCNC(=O)N1C[C@H]2C[C@@H](C1)c1cccc(=O)n1C2)Nc1ccc(F)cc1,5%,-2%,6%,-1%,8%,-1.4,-6%,i,0.0%
Cc1ccc(Cl)cc1-n1c(O)c(C=NCCCN2CCOCC2)c(=O)[nH]c1=O,-5%,8%,4%,1%,0%,-0.8,9%,i,0.3%
O=C1CCCN1CC#CCN1CCCC1,0%,-4%&-10%,-1%,1%,0%&7%,1.4,16%,i,-0.4%
CC(=O)N1CCN(c2ccc(OC[C@H]3CO[C@](Cn4ccnc4)(c4ccc(Cl)cc4Cl)O3)cc2)CC1,-1%&3%,-59%&-43%,18µM*,4%&0%,?,-2.0,-33%[inhibitor],.,11%
